Source: PubChem BioAssay
Bim-Bcl-2 = inhibitors of Bim-Bcl-2 binding, primary screen, biochemical, multiplexed, human Bcl-2 family | Bead-based flow cytometry, Bim peptide-Bcl-2 binding | 190,000 compounds, 0.06% hits | Apoptosis regulator Bcl-2 (Homo sapiens), P10415 | inhibition, % at 10 µM; in the data active = inhibition above about 40%;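 note: 0% = no compound wells with probe peptide and 100% = reference peptide inhibitor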
Target sequence (P10415 whole entry, looked up): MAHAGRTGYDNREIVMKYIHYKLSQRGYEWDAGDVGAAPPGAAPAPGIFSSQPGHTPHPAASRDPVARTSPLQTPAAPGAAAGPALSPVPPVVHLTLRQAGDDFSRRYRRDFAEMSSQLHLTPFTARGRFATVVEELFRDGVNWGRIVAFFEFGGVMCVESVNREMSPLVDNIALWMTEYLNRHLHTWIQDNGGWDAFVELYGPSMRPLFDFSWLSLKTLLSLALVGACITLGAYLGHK
Rab2 wt GTP = modulators of GTP binding to Rab2A wildtype, primary screen, biochemical, dog, bead-based flow cytometry, multiplex; GST-Rab2 wt beads, Bodipy-GTP binding; Ras-related protein Rab-2A (Canis lupus familiaris), P61105; GTP binding activity, % at 10 µM; AID 760, 2007; 190,000 compounds, 0.19% hits;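 active = GTP binding activity at least 20 points away from 100%, either lowered or raised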;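 note: 0% = beads with excess unlabeled GTP and 100% = no-compound control corrected for plate trend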
Rab7 wt GTP bind = modulators of GTP binding to Rab7, primary screen, biochemical, wildtype, multiplex bead flow cytometry. Rab7 GTPase wild type (dog), Bodipy-FL-GTP binding. GST-Rab7 beads, fluorescent GTP binding; actives lie on both sides; untreated = 100%, excess cold GTP = 0%. GTP binding activity (percent of control), % at 10 µM. 190,000 compounds, 0.055% hits;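 active = fluorescent GTP binding to Rab7 beads changed by at least 20 points from the 100% baseline, either direction, mostly lower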;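 note: median green fluorescence of bound Bodipy-FL-GTP per Rab7 bead population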
Rac1 act GTP bind = GTP binding modulators of activated mutant Rac1, primary screen, biochemical, bead-based flow cytometry, multiplex, fluorescent GTP; AID 764, 2007; percent activity (GTP binding), % at 10 µM; 190,000 compounds, 0.11% hits; Ras-related C3 botulinum toxin substrate 1 (Homo sapiens), P63000; GST-Rac1 activated beads; actives lie on both sides; 100% means binding = to untreated wells;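 active = GTP binding at least 20 percentage points away from the 100% baseline, in either direction, so actives lie on both sides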
Rac1 wt GTP bind = wildtype Rac1 GTP binding modulators, primary screen, biochemical, GST-Rac1 beads, flow cytometry, multiplex; Ras-related C3 botulinum toxin substrate 1 (Homo sapiens), P63000; fluorescent GTP binding; actives lie on both sides; 0 = cold GTP competed, 100 = untreated; GTP binding activity (% of control), % at 10 µM; 190,000 compounds, 0.27% hits; AID 757, 2007;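 active = GTP binding activity at least 20 points away from the 100% control level, either lower or higher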
Bim-Bcl-B = inhibitors of Bim-Bcl-B binding, primary screen, biochemical, multiplexed, human Bcl-2 family; Bcl-2-like protein 10 (Homo sapiens), Q9HD36; bead-based flow cytometry, Bim peptide-Bcl-B binding; inhibition, % at 10 µM; 190,000 compounds, 0.073% hits; AID 951, 2007;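 note: 0% = tracer peptide without compound and 100% = reference inhibitor peptide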
Target sequence (Q9HD36 whole entry, looked up): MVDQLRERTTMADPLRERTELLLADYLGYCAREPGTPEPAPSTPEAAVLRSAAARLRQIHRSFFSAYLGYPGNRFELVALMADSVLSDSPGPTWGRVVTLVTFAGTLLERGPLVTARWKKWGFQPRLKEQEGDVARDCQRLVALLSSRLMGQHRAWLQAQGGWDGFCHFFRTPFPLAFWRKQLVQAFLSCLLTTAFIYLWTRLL
Bim-Bcl-XL = inhibitors of Bim-Bcl-XL binding, primary screen, biochemical, multiplexed, bead flow cytometry, human Bcl-XL; Bim peptide-Bcl-XL binding, fluorescence; inhibition, % at 10 µM; 190,000 compounds, 0.04% hits; AID 1007, 2008
Target sequence (Q07817 whole entry, looked up): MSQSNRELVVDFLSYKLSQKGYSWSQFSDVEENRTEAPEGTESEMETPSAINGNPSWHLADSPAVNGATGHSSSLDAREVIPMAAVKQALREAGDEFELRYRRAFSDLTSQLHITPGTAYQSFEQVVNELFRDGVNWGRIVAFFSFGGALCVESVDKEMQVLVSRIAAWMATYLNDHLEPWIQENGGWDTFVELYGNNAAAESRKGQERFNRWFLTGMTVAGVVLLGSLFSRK
HRas wt GTP = modulators of GTP binding to HRas wildtype, primary screen, biochemical, bead-based flow cytometry, multiplex; AID 759, 2007; 190,000 compounds, 0.14% hits; GTP binding activity, % at 10 µM; GTPase HRas (Homo sapiens), P01112; GST-Ras wt beads, Bodipy-FL-GTP binding; actives lie on both sides;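 active = GTP binding activity at least 20% away from the 100% baseline, either lowered as inhibitor or raised as activator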;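 note: 0% = unlabeled GTP competition control and 100% = no-compound control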
Target sequence (P01112 whole entry, looked up): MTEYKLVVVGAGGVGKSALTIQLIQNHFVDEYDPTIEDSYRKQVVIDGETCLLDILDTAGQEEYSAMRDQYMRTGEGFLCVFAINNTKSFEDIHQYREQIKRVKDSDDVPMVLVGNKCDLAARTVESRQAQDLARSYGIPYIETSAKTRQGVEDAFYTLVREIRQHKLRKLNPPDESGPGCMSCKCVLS
Cdc42 wt = modulators of GTP binding to wildtype Cdc42, primary screen, biochemical, multiplex bead flow cytometry, Bodipy-GTP; percent activity (GTP binding), % at 10 µM; Cell division control protein 42 homolog (Homo sapiens), P60953; GST-Cdc42 beads; actives lie on both sides; AID 761, 2007; 190,000 compounds, 0.2% hits;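 active = percent activity GTP binding at least 20 points away from the 100% baseline, either down as inhibitor or up as activator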;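 note: median bead fluorescence of bound Bodipy-FL-GTP at 100 nM; 0% = excess unlabeled GTP control and 100% = no compound control; below 100% means less GTP binding so inhibitor and above means activator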
Bim-Bcl-W = inhibitors of Bim binding to Bcl-W, primary screen, biochemical, multiplexed, bead-based flow cytometry; Bcl-2-like protein 2 (Homo sapiens), Q92843; Bim peptide-Bcl-W binding; inhibition, % at 10 µM; 190,000 compounds, 0.02% hits; AID 952, 2007;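 note: 0% = bound tracer without compound and 100% = peptide blocker; higher means less fluorescent Bim peptide bound to Bcl-W beads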
Target sequence (Q92843 whole entry, looked up): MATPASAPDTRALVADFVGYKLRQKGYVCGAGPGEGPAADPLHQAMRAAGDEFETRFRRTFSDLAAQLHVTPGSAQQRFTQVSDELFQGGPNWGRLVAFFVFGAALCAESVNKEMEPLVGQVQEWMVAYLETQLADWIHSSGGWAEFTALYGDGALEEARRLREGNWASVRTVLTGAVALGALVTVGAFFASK
Bim-Bfl-1 = inhibitors of Bim binding to Bfl-1, primary screen, biochemical, multiplexed, bead-based flow cytometry | Bcl-2-related protein A1 (Homo sapiens), Q16548 | Bim-Bfl-1 binding inhibition | inhibition, % at 10 µM | 190,000 compounds, 0.12% hits | AID 1008, 2008;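 note: 0% = wells without compound plus tracer and 100% = blocker peptide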
The depositor's hits bear a star. Cut-off read from the data, not from the text of the source, unless noted: active = inhibition above about 40%.

Sample of the layout:
item | smiles | Bim-Bcl-2 | Rab2 wt GTP | Rab7 wt GTP bind | Rac1 act GTP bind | Rac1 wt GTP bind | Bim-Bcl-B
1 | Cc1nnc(NC(=O)CCCCCN2C(=O)C3C4C=CC(C4)C3C2=O)s1 (stereo not given) | -5 | 99 | 101 | 101 | 107 | -5
2 | CC(C(=O)Nc1cccc([N+](=O)[O-])c1)N1CCN(C/C=C/c2ccccc2)CC1 (stereo not given) | -10 | 98 | 98 | 99 | 104 | -9
3 | CNc1cc(N2CCCC2)ccc1[N+](=O)[O-] | 0 | 96 | 94 | 97 | 100 | -4
4 | C#CCNC(=O)C1=C[C@H](c2coc3ccccc3c2=O)[C@@H](CCCO)[C@H](OCC)O1 | -5 | 94 | 98 | 96 | 98 | -2
5 | Clc1ccc(-c2cc(-c3nnc4n3CCCCC4)c3ccccc3n2)cc1 | -4 | 99 | 102 | 96 | 98 | -12
6 | Cc1cc(C(=O)COC(=O)c2ccc[nH]c2=O)c(C)n1-c1ccc(F)cc1 | -8 | 97 | 101 | 99 | 103 | -4

item | Bim-Bcl-XL | HRas wt GTP | Cdc42 wt | Bim-Bcl-W | Bim-Bfl-1
1 | -4 | 99 | 100 | 1 | -10
2 | -7 | 101 | 105 | -8 | -20
3 | -2 | 96 | 97 | 5 | -2
4 | -4 | 95 | 96 | 0 | -6
5 | -11 | 99 | 91 | -5 | -13
6 | -6 | 98 | 104 | -1 | -13

The whole of this part, from the first entry:
item | smiles | Bim-Bcl-2 | Rab2 wt GTP | Rab7 wt GTP bind | Rac1 act GTP bind | Rac1 wt GTP bind | Bim-Bcl-B
1 | Cc1nnc(NC(=O)CCCCCN2C(=O)C3C4C=CC(C4)C3C2=O)s1 (stereo not given) | -5 | 99 | 101 | 101 | 107 | -5
2 | CC(C(=O)Nc1cccc([N+](=O)[O-])c1)N1CCN(C/C=C/c2ccccc2)CC1 (stereo not given) | -10 | 98 | 98 | 99 | 104 | -9
3 | CNc1cc(N2CCCC2)ccc1[N+](=O)[O-] | 0 | 96 | 94 | 97 | 100 | -4
4 | C#CCNC(=O)C1=C[C@H](c2coc3ccccc3c2=O)[C@@H](CCCO)[C@H](OCC)O1 | -5 | 94 | 98 | 96 | 98 | -2
5 | Clc1ccc(-c2cc(-c3nnc4n3CCCCC4)c3ccccc3n2)cc1 | -4 | 99 | 102 | 96 | 98 | -12
6 | Cc1cc(C(=O)COC(=O)c2ccc[nH]c2=O)c(C)n1-c1ccc(F)cc1 | -8 | 97 | 101 | 99 | 103 | -4
7 | O=C(NNC(=O)C12CC3CC(CC(C3)C1)C2)c1cnccn1 | -6 | 102 | 93 | 100 | 104 | -7
8 | c1ccc(-c2nc(NCCCn3ccnc3)c3ccccc3n2)cc1 | 1 | 92 | 93 | 94 | 89 | 2
9 | Cc1onc(-c2ccccc2)c1C(=O)Nc1sc2c(c1C#N)CCC(C)C2 (stereo not given) | -3 | 102 | 105 | 103 | 108 | -7
10 | COCCNC(=S)N/N=C(\C)c1ccc(-n2ccnc2)cc1 | -14 | 100 | 107 | 97 | 106 | -14
11 | COc1ccc(C(=O)/C=C/c2ccc(OC)c(COc3ccccc3F)c2)cc1 | -4 | 97 | 98 | 97 | 99 | -9
12 | Cc1ccc(Cc2nc(-c3cccc(C)c3)no2)cc1 | -19 | 102 | 100 | 98 | 103 | -11

item | Bim-Bcl-XL | HRas wt GTP | Cdc42 wt | Bim-Bcl-W | Bim-Bfl-1
1 | -4 | 99 | 100 | 1 | -10
2 | -7 | 101 | 105 | -8 | -20
3 | -2 | 96 | 97 | 5 | -2
4 | -4 | 95 | 96 | 0 | -6
5 | -11 | 99 | 91 | -5 | -13
6 | -6 | 98 | 104 | -1 | -13
7 | -7 | 96 | 97 | -4 | -3
8 | -1 | 92 | 94 | 0 | -4
9 | -4 | 103 | 107 | 3 | -13
10 | -12 | 101 | 99 | -3 | -18
11 | -8 | 99 | 99 | -2 | 0
12 | -10 | 101 | 104 | -3 | -19

(next part)
item | smiles | Bim-Bcl-2 | Rab2 wt GTP | Rab7 wt GTP bind | Rac1 act GTP bind | Rac1 wt GTP bind | Bim-Bcl-B
13 | Cc1cccc(NC(=O)C2Cc3ccccc3CN2C(=O)OCc2ccccc2)c1C (stereo not given) | 0 | 96 | 97 | 100 | 97 | -1
14 | COc1ccc([N+](=O)[O-])cc1NC(=O)COC(C)=O | -5 | 95 | 95 | 94 | 95 | -1
15 | COc1ccc(-c2nnn(CC#N)n2)cc1OC | -4 | 100 | 100 | 99 | 102 | 1
16 | Cc1cccc(C)c1N1CCN(C(=O)N2CCCCC2)CC1 | -2 | 92 | 102 | 89 | 93 | -9
17 | CCCc1cc(=O)oc2c(C)c(OCC(=O)c3ccc(N4CCCC4)cc3)ccc12 | -38 | 100 | 102 | 98 | 104 | -50
18 | COc1ccccc1C(=O)Nc1ccc(C(=O)/C=C/c2cccs2)cc1 | -1 | 95 | 94 | 97 | 104 | -4
19 | COc1ccc(Cc2nn3c(-c4ccccc4OC)nnc3s2)cc1 | -12 | 108 | 106 | 101 | 107 | -19
20 | Oc1ccc(-c2csc(-c3ccccc3)n2)cc1O | -8 | 99 | 96 | 99 | 102 | -8
21 | CN(CC(=O)Nc1ccccc1C(F)(F)F)C(=O)CSc1nnnn1C | -3 | 97 | 105 | 95 | 97 | 0
22 | CCN(CC)c1ccc(/C=C2\NC(=O)NC2=O)cc1 | -14 | 99 | 101 | 99 | 102 | -5
23 | O=C(COC(=O)c1cccc(NS(=O)(=O)c2ccc(F)c(F)c2)c1)NC(=O)NC1CCCCC1 | -2 | 96 | 99 | 96 | 101 | -3
24 | CCn1c(=O)n(CC(=O)NC2CCCC(C)C2C)c(=O)c2ccccc21 (stereo not given) | -3 | 98 | 98 | 94 | 91 | -6

item | Bim-Bcl-XL | HRas wt GTP | Cdc42 wt | Bim-Bcl-W | Bim-Bfl-1
13 | -3 | 96 | 99 | 0 | -1
14 | -5 | 94 | 95 | 0 | -5
15 | -2 | 101 | 100 | 5 | -10
16 | -5 | 96 | 92 | -4 | -15
17 | -15 | 99 | 100 | -18 | -21
18 | -2 | 99 | 98 | 1 | 1
19 | -29 | 107 | 108 | 3 | -4
20 | 6 | 98 | 100 | 0 | -14
21 | -4 | 97 | 98 | 0 | -6
22 | -4 | 99 | 99 | -1 | -28
23 | -3 | 98 | 95 | -2 | 0
24 | -3 | 95 | 94 | -6 | -3

(next part)
item | smiles | Bim-Bcl-2 | Rab2 wt GTP | Rab7 wt GTP bind | Rac1 act GTP bind | Rac1 wt GTP bind | Bim-Bcl-B
25 | CCC(=O)Nc1ccc2c(c1)nc(CCN1CCN(C)CC1)n2C | -11 | 104 | 101 | 100 | 105 | -11
26 | COc1ccccc1CN1CCN(Cc2nc(-c3ccccc3)no2)CC1 | 2 | 94 | 92 | 96 | 92 | 0
27 | CCN(CC)CCCNC(CC(=O)Nc1cccc([N+](=O)[O-])c1)C(=O)O (stereo not given) | 1 | 98 | 99 | 97 | 105 | -4
28 | Cc1cc(C(=O)N2CCCC(CCC(=O)N3CCN(c4ccccn4)CC3)C2)c(C)o1 (stereo not given) | -3 | 97 | 97 | 95 | 101 | -8
29 | COc1ccc(-n2ncc3c(SCC(=O)N4CCN(c5ccccc5OC)CC4)ncnc32)cc1 | -25 | 100 | 98 | 97 | 101 | -26
30 | COCCNC(=O)C(=O)N/N=C(\C)CC(=O)Nc1cccnc1 | -3 | 102 | 101 | 103 | 105 | -3
31 | CCOc1ccc(NC(=O)Cn2nnc(-c3ccccc3NC(=O)CC)n2)cc1 | -10 | 100 | 100 | 98 | 103 | -9
32 | Cc1cc(C)nc(NC(N)=NC(C)c2ccccc2)n1 (stereo not given) | -2 | 97 | 107 | 99 | 100 | 1
33 | O=C(O)CCC(=O)NNC(=O)c1cccc(Br)c1 | 0 | 99 | 101 | 101 | 105 | -4
34 | COc1ccc(Cl)cc1-c1n[nH]c(=S)o1 | 5 | 93 | 93 | 93 | 94 | -18
35 | Cc1nn(-c2ccccc2)c(Cl)c1CN(C(=O)CCl)c1cccc2ccccc12 | -5 | 99 | 103 | 100 | 103 | -13
36 | CC1(C)Oc2ccc3ccc(=O)oc3c2/C(=C/Nc2cccc(O)c2)C1=O | -5 | 99 | 98 | 97 | 103 | -5

item | Bim-Bcl-XL | HRas wt GTP | Cdc42 wt | Bim-Bcl-W | Bim-Bfl-1
25 | -12 | 101 | 104 | -4 | -21
26 | -2 | 94 | 97 | -4 | -1
27 | -1 | 101 | 102 | -3 | 0
28 | -3 | 96 | 96 | -2 | -5
29 | -16 | 99 | 101 | -18 | -19
30 | 1 | 103 | 106 | 0 | -5
31 | -8 | 100 | 99 | 0 | -5
32 | -3 | 101 | 100 | -1 | -2
33 | -2 | 101 | 105 | -4 | -2
34 | 0 | 96 | 95 | 4 | 11
35 | -4 | 98 | 97 | -2 | -1
36 | -3 | 97 | 101 | -2 | -7

Other results follow.
item | smiles | Bim-Bcl-2 | Rab2 wt GTP | Rab7 wt GTP bind | Rac1 act GTP bind | Rac1 wt GTP bind | Bim-Bcl-B
37 | CC(=O)Nc1ccc(S(=O)(=O)NCc2ccc(C(=O)NC(C)c3ccccc3)cc2)cc1 (stereo not given) | -2 | 101 | 99 | 99 | 107 | -7
38 | O=C(NCc1ccco1)C(c1ccco1)N(CCc1ccccc1)C(=O)Cn1nnc2ccccc21 (stereo not given) | -8 | 96 | 96 | 99 | 98 | -7
39 | CCCS(=O)(=O)N1CCN(C(=O)COc2ccccc2)CC1 | -9 | 99 | 103 | 100 | 102 | -10
40 | CCOc1cc(C)c(S(=O)(=O)NC2CC(C)(C)NC(C)(C)C2)cc1C | -4 | 100 | 107 | 96 | 101 | -5
41 | Clc1ccccc1-c1nnc(-c2cccs2)o1 | -3 | 96 | 98 | 95 | 98 | -1
42 | COc1ccc(C(=O)C(CCCCC(CN(C)C)C(=O)c2ccc(OC)cc2)CN(C)C)cc1 (stereo not given) | 4 | 101 | 99 | 99 | 99 | 1

item | Bim-Bcl-XL | HRas wt GTP | Cdc42 wt | Bim-Bcl-W | Bim-Bfl-1
37 | -4 | 101 | 103 | -1 | -1
38 | 0 | 99 | 98 | 6 | -9
39 | -7 | 101 | 102 | 0 | -14
40 | -2 | 100 | 100 | -3 | -5
41 | 1 | 94 | 96 | -2 | -4
42 | -3 | 99 | 98 | -3 | -2

Not a hit list; any-hit rate near 0.62%.
